AmpC inh detg: AmpC beta-lactamase inhibition with detergent present | 370,000 compounds, 0.041% hits | Potency, µM (highest dose often 114 µM), inactives show at the top dose activity change, negative = inhibition, actives largely listed as inhibitors | P00811 | AmpC hydrolysis of nitrocefin, absorbance 480 nm, 0.01% Triton;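 also: potency is read from the fitted curve at half-maximal effect; 0% = no-compound wells and -100% = no-enzyme wells; nearly all actives have a fitted effect of over 25% in size; some results filed as inactive show a strong effect at the top dose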
Target sequence (P00811 whole entry, looked up): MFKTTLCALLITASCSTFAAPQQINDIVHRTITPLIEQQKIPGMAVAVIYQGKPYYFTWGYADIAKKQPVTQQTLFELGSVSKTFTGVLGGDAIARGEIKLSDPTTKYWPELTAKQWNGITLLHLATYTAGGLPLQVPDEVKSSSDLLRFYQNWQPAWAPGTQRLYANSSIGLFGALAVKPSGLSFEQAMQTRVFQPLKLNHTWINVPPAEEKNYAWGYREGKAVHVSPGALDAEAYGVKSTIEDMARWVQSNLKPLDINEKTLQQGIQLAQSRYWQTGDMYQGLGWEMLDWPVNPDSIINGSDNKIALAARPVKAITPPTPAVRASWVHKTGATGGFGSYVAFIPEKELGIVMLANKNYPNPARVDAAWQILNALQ
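20 mM phosphate pH 7.0 + 0.01% (detergent screen) or 0.0001% Triton X-100; 5.3 nM AmpC reagent; cpd preinc 15 min RT; nitrocefin (800 uM stock) to start; A480 q20 s × 4 min; Activity was normalised to no-enzyme and no-compound control wells.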
AMA1-RON2 inh: inhibitors of Plasmodium falciparum AMA1-RON2 interaction | AlphaScreen AMA1-biotinylated RON2 peptide binding | Potency, µM (doses to about 58.2 µM), for inactives: at the top dose activity change, negative = inhibition, hits mostly inhibitors | 360,000 compounds, 0.2% hits;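 also: potency is read from the fitted curve at half-maximal effect; 0% = vehicle wells and -100% = peptide control; nearly all actives have a fitted effect of over 45% in size; some results filed as inactive show a strong effect at the top dose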
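AMA1 (3D7) with his tag at 25 nM final met compounds first, then biotinylated RON2 peptide at 25 nM; detection used donor plus acceptor beads, 10 µg/mL apiece, read by AlphaScreen after 30 min at room temperature.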
Tb PYK inh: blocks Trypanosoma brucei pyruvate kinase | Potency, µM (titrated, usually from 76.8 µM), without a hit: at the highest dose activity, negative = inhibition, hits mostly inhibitors | Q57TT1 | 410,000 compounds, 0.12% hits | TbPYK enzyme, Kinase-Glo Plus ATP luminescence, 45 min | AID 624173; also: potency is read from the fitted curve at half-maximal effect; nearly all actives have a fitted effect of over 50% in size
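In this concentration-response screen, enzyme-free wells defined baseline while DMSO plates tracked drift. Each reaction combined TbPYK, substrate, compound and 130 uM ADP for 45 min at room temperature. Kinase-Glo Plus luminescence gave the signal.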
HCMV antiviral: blocks human cytomegalovirus replication; AID 1259415; activity change, negative = inhibition, % at 57.5 µM; 410,000 compounds, 4.5% hits; HFF cells, HCMV-luciferase reporter, 72 h; active compounds read low; in the data active = activity change below about -60%; inconclusive = no clear call, values can overlap the other calls; inactive = above about -39%
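Two-dose cell screen: HFF monolayers treated with compounds and infected with luciferase-expressing HCMV at 1 PFU/cell, 72 h at 37C, then lysed for luciferase measurement.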
Sm TGR inh: inhibitors of Schistosoma mansoni thioredoxin glutathione reductase; Q962Y6; AID 485364; 360,000 compounds, 3% hits; purified TGR, DTNB reduction, TNB absorbance 405 nm; Potency, µM (series often up to 114 µM), without a hit: at the top dose activity change, negative = inhibition, usual class: inhibitors; also: potency is read from the fitted curve at half-maximal effect; nearly all actives have a fitted effect of over 60% in size
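TGR 20 nM + NADPH 100 uM (dispensed conc.), cpd preinc 15 min RT; start with NADPH (500 uM addition) then DTNB (15 mM addition). Kinetic TNB absorbance, 405 nm filter. Four-parameter Hill fit across titration.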
AmpC no deterg: inhibitors of E. coli AmpC beta-lactamase without detergent. 330,000 compounds, 0.52% hits. AmpC nitrocefin hydrolysis, absorbance 480 nm, 0.0001% Triton. Potency, µM (doses to about 57.1 µM), for inactives: at the top dose activity change, negative = inhibition, most hits filed as inhibitors;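 also: potency is read from the fitted curve at half-maximal effect; plate controls were no compound for no effect and no enzyme for full effect; nearly all actives have a fitted effect of over 20% in size; some results filed as inactive show a strong effect at the top dose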
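20 mM phosphate pH 7.0 + 0.01% (detergent screen) or 0.0001% Triton X-100; 5.3 nM AmpC reagent; cpd preinc 15 min RT; nitrocefin (800 uM stock) to start; A480 q20 s × 4 min; Activity was normalised to no-enzyme and no-compound control wells.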
LmPK inhibitor: blocks Leishmania mexicana pyruvate kinase activity; purified LmPK, Kinase-Glo ATP luminescence, 1 h; Potency, µM (titrated, usually from 57.5 µM), without a hit: at the highest dose activity change, negative = inhibition, most hits filed as inhibitors; 290,000 compounds, 0.37% hits; also: potency is read from the fitted curve at half-maximal effect
Target sequence (Q27686 whole entry, looked up): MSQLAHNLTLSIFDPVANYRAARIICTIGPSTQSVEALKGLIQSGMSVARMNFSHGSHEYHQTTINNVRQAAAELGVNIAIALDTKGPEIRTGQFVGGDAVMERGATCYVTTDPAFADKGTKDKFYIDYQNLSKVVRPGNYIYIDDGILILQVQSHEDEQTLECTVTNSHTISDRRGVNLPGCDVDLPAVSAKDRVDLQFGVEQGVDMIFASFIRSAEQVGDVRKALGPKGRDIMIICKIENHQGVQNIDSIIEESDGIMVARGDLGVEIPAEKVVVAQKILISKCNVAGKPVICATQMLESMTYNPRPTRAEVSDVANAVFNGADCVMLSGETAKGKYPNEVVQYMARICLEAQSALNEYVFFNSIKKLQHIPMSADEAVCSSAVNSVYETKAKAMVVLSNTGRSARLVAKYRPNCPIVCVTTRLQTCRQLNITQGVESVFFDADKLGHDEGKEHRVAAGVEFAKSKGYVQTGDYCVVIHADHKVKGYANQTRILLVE
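Purified LmPK (0.1 nM) converted ADP (0.1 mM) to ATP with PEP (0.5 mM) in imidazole buffer pH 7.2 with KCl and MgCl2, 1 h at room temperature. ATP was read by Kinase-Glo luminescence; data normalized to uninhibited and no-enzyme controls.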
* = called active by the depositor; u = inconclusive; x = not tested or not shown; [ ] = another dose, or the depositor's remark. Unless noted, calls follow the shape of the dose curve; as a rule, active = well fitted curve in the direction sought with a large enough effect; inconclusive = small, poorly fitted or top-dose-only effect, or another doubt; inactive = no such curve, though single readings can be large; an effect the other way counts as inactive or inconclusive. Unless noted, % is scaled to controls: 0 for no effect and ±100 for the full control effect.

SMILES	AmpC inh detg	AMA1-RON2 inh	Tb PYK inh	HCMV antiviral	Sm TGR inh	AmpC no deterg	LmPK inhibitor
Cc1cccc(C(=O)N2CCN(CCNC(=O)C(=O)Nc3ccc(F)cc3)CC2)c1	3%	-7%	-4%	-22	2%	36%	-5%
COc1cc(C)ccc1S(=O)(=O)N1CCN(C23CC4CC(CC(C4)C2)C3)CC1	-1%	-23%	7%	-10	15%	42%	-1%
O=C(Nc1ccccc1Cl)[C@H](CSCc1ccccc1)N1Cc2ccccc2C1=O	16%	x	0%	u	-7%	x	x
CCN(CC)C(=O)CC(c1ccc(N(C)C)cc1)c1c(O)cc(OC)cc1OC (stereo not given)	3%	-26%	-11%	-21	-22%	-3%	0%
Cc1ccc(N2CC(C(=O)N3CCC(C(=O)Nc4ccc(Br)cc4)CC3)CC2=O)cc1 (stereo not given)	u	-11%	-3%	10	0%	137%[activator]	7%
COCCCn1c(=N)c(C(=O)NC2CCCC2)cc2c(=O)n3cc(C)ccc3nc21	-8%	x	1%	-15	-1%	x	x
CCOc1ccc(OCC)c(Nc2cc(C)nc3nc(-c4ccco4)nn23)c1	1%	x	-1%	1	u	x	x
COc1cccc(NC(=O)CCS(=O)(=O)c2cccs2)c1	-11%	4%	-8%	-22	-9%	-10%	-2%
Cc1ccc(C)c(S(=O)(=O)Nc2ccccc2C(=O)Nc2ccc(S(=O)(=O)Nc3ncccn3)cc2)c1	-11%	3%	-14%	2	-18%	16µM*	-7%
CCC(NC(=O)/C(=C\c1ccc2c(c1)OCO2)NC(C)=O)C(=O)O (stereo not given)	-10%	9%	-1%	-30	7%	-9%	0%
Nc1cccc2c1Cc1cc([N+](=O)[O-])ccc1-2	x	0%	10%	-101*	x	x	x
Cn1c(N)nc2nc[nH]c2c1=S	x	34%[activator]	-1%	6	x	x	x
C[C@@H]1CN([C@H](C)CO)C(=O)CCCn2nncc2CO[C@@H]1CN(C)C(=O)Oc1ccccc1	x	9%	-7%	-16	x	x	x
CC(=O)c1ccc(N2CCN(C(=O)NCc3noc4ccc(C)cc34)CC2)cc1	-1%	x	0%	-2	2%	x	x
COc1ccc(Cc2nn3c(Cn4nnc5ccccc54)nnc3s2)cc1	-1%	7%	-20%	13	-6%	u	1%
Fc1ccc(C(c2nnnn2C2CCCC2)N(Cc2ccco2)CC2CCCO2)cc1 (stereo not given)	0%	-9%	-5%	-26	-11%	22%	3%
COc1cccc(CN(C(=O)c2cc3ccccc3oc2=O)C2CC2)c1	-20%	-11%	-12%	-9	-23%	-5%	-7%
COCCn1c(C)cc(C(=O)COC(=O)c2ccc(NC(=O)CC#N)cc2)c1C	-7%	1%	-7%	93	-4%	20%	-8%
Cc1cc(NC(=O)OC(C)C)ccc1-c1ccc(NC(=O)OC(C)C)cc1C	-8%	-5%	1%	22	-8%	-5%	3%
Cc1cccc2cc(CN(Cc3ccc(F)cc3)C(=O)C(F)(F)F)c3nnnn3c12	-7%	-5%	-48%	-17	-9%	-17%	4%
C=CCC1NS(=O)(=O)OC2CCCCC12 (stereo not given)	-15%	22%	-5%	-14	-2%	-22%	5%
Cc1oc2c(CN3CCOCC3)c(O)ccc2c(=O)c1-c1ccccc1	u	14%	-1%	u	1%	1%	0%
O=C(Cn1cc(C(F)(F)F)ccc1=O)Nc1ccc2c(c1)OCCO2	x	3%	3%	-2	x	-27%	x
Cc1cc(C)cc(NC(=O)C2CCCN(c3nc(C)cc(C)n3)C2)c1 (stereo not given)	2%	9%	0%	34	78%[activator][11.4 µM]	-12%	7%
COc1ccc(C(C)=O)cc1Cn1c(C)c(C(=O)NC2CC2)sc1=O	x	1%	-3%	-2	x	x	x

In the list so far, these have fluorine:
SMILES	AmpC inh detg	AMA1-RON2 inh	Tb PYK inh	HCMV antiviral	Sm TGR inh	AmpC no deterg	LmPK inhibitor
Cc1cccc(C(=O)N2CCN(CCNC(=O)C(=O)Nc3ccc(F)cc3)CC2)c1	3%	-7%	-4%	-22	2%	36%	-5%
Fc1ccc(C(c2nnnn2C2CCCC2)N(Cc2ccco2)CC2CCCO2)cc1 (stereo not given)	0%	-9%	-5%	-26	-11%	22%	3%
Cc1cccc2cc(CN(Cc3ccc(F)cc3)C(=O)C(F)(F)F)c3nnnn3c12	-7%	-5%	-48%	-17	-9%	-17%	4%
O=C(Cn1cc(C(F)(F)F)ccc1=O)Nc1ccc2c(c1)OCCO2	x	3%	3%	-2	x	-27%	x

(next part)
SMILES	AmpC inh detg	AMA1-RON2 inh	Tb PYK inh	HCMV antiviral	Sm TGR inh	AmpC no deterg	LmPK inhibitor
Cc1ccc(CCNC(=O)c2cc3sccc3n2Cc2ccc(F)cc2)cc1	11%	x	-5%	-14	8%	x	x
CC1(C)CC(=O)c2sc(NC(=O)C3COc4ccccc4O3)nc2C1 (stereo not given)	-18%	2%	1%	19	3%	-39%	-2%
COc1cccc(C2CC(=O)N3CN(c4cccc(Cl)c4C)CSC3=C2C#N)c1OC (stereo not given)	u	-1%	u	12	0%	71%	20%
COc1cccc(-c2c(-c3cc(OC)cc(OC)c3)n(C)c3ccc(-c4ccc5[nH]ccc5c4)cc23)c1	-9%	-2%	-1%	-35	-5%	-37%	x
Cc1noc2ncnc(Sc3ccccc3Cl)c12	4%	12%	4%	-79*	u	-1%	-2%
Cc1cc(C(=O)NC2CCC(O)CC2)c(C)o1 (stereo not given)	x	12%	4%	20	x	-23%	x
COc1ccccc1OCC(=O)N1CCN(Cc2ccc3c(c2)OCO3)CC1	1%	2%	-5%	-5	-11%	31%	7%
CCOC(=O)C1=NNC(C(=O)OCC)C1C(=O)OCC (stereo not given)	x	-7%	-3%	-17	x	x	x
COc1ccccc1NC(=O)c1ccc(NS(=O)(=O)c2ccc(F)c(F)c2F)cc1	u	2%[11.6 µM]	-11%	56	-18%	-26%	4%
Nc1nnnn1/N=C/c1cc(Cl)cc(Cl)c1O	-19%	26%	-8%	61	0%	-29%	11%
O=C(Cn1c(-c2cscn2)nc2ccccc21)Nc1ccc2ccccc2c1	5%	6%	0%	17	6%	29%	-1%
O=C(Nc1ccc(F)cc1)Nc1ccc(Cl)cn1	u	4%	1%	-9	4%	-35%	0%
CCc1ccc(CNC(=O)CCCN2C(=O)CCn3nc(-c4cccn4C)cc32)cc1	15%	x	-3%	-9	2%	x	x
COc1cccc(NC(=S)N(CCCN2CCOCC2)C(C)c2cc3ccccc3o2)c1 (stereo not given)	-2%	-5%	4%	-2	4%	162%[activator]	6%[11.5 µM]
CCCc1nc2ccc(C)cn2c1Cc1ccc(C)cc1	x	-1%	-9%	22	x	x	x
C=CCc1cc(OC)ccc1OCCN1CC(C)OC(C)C1 (stereo not given)	-10%	13µM*	-10%	19	1%	21%	-4%
COc1cccc(OC)c1C(=O)NC(=S)Nc1ccc2c(c1)C(=O)N(C)C2=O	4%	19%	-6%	-15	-18%	-7%	6%
CCn1cc(C(=O)NCCOC)c(=O)c2ccc(C)nc21	-8%	11%	-3%	55	-2%	-1%	14%
Cc1ccc(C(O)(C(=O)NNS(=O)(=O)c2ccc(C)cc2)c2ccc(C)cc2)cc1	-1%	-16%	4%	-29	10%	-12%	-1%
Cc1ccc(-c2cc(-c3ccco3)c3c(N)c(C(=O)NN)oc3n2)cc1	-6%	64%[activator]	0%	-35	19%	27%	-1%
COc1ccc(C2SCC(=O)Nc3c2c(C)nn3-c2ccccc2)cc1OC (stereo not given)	-6%	13%	x	16	-29%	-30%	4%
Cc1ccc(C)c(S(=O)(=O)N/N=C/c2cccnc2)c1	-9%	-9%	2%	7	-8%	-24%	0%
Cc1ccccc1CNC(=O)c1cc2ccccc2o1	x	6%	1%	3	x	x	x
Cc1ccccc1N1CC(C(=O)Nc2ccc3c(c2)OCO3)CC1=O (stereo not given)	-6%	1%	1%	31	-27%	-6%	-5%
CC(C)(C)NC(=O)c1cccc(NC(=O)Cc2cccs2)c1	2%	8%	0%	30	-5%	-15%	5%
Cc1cccc(NC(=O)C(=O)NCCc2csc(-c3ccc(C(F)(F)F)cc3)n2)c1C	2%	x	1%	-3	u	x	x
COc1ccc(N2CCN(C(=O)c3ccccc3NS(=O)(=O)c3ccc(C)cc3)CC2)cc1	-3%	u	6%	13	-19%	7%	-5%
OCC1OC(n2cnc3ncccc32)C(O)C1O (stereo not given)	x	-2%	6%	44	x	x	x

Full records, looked up by structure. Order of values: AmpC inh detg | AMA1-RON2 inh | Tb PYK inh | HCMV antiviral | Sm TGR inh | AmpC no deterg | LmPK inhibitor
Shown for `CCCc1nc2ccc(C)cn2c1Cc1ccc(C)cc1` = x | -1% | -9% | 22 | x | x | x
Shown for `COc1ccc(N2CCN(C(=O)c3ccccc3NS(=O)(=O)c3ccc(C)cc3)CC2)cc1` = -3% | u | 6% | 13 | -19% | 7% | -5%
Shown for `Cc1noc2ncnc(Sc3ccccc3Cl)c12` = 4% | 12% | 4% | -79* | u | -1% | -2%
Shown for `CCn1cc(C(=O)NCCOC)c(=O)c2ccc(C)nc21` = -8% | 11% | -3% | 55 | -2% | -1% | 14%
